From PubChem BioAssay
influenza NS1A = NS1A inhibition, H1N1 influenza, cell based functional assay (AID 504329). NS1A functional cell-based assay, percent inhibition; higher % means a stronger effect. inhibition, % at 12.5 µM, or IC50 in µM where a hit was titrated. 340,000 tested, 0.3% active; in the data active = a potency from the dose series; inconclusive = inhibition above about 27% without an active follow-up result; note: strong numbers were not always called active
PhoP GFP inhibition = PhoP regulon inhibitors, Salmonella typhi PhoP promoter GFP reporter, confirmatory (AID 1850) | Salmonella Typhi PhoP-promoter GFP reporter, fluorescence, 4 h; higher % means a stronger effect | one-dose inhibition, % at 50 µM; IC50 in µM for titrated hits | 310,000 tested, 0.33% active; in the data active = a potency from the dose series; inconclusive = inhibition mostly from about 25% at the one dose, without a potency; inactive = the rest, 99 in 100 with inhibition below about 19%;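 note: 0% = induced wells with vehicle and 100% = uninduced wells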
M. tuberculosis = growth inhibition of non-replicating M. tuberculosis (AID 488890); Mycobacterium tuberculosis non-replicating, growth inhibition; higher % means a stronger effect; inhibition, % at 25 µM, or IC50 in µM where a hit was titrated; 320,000 tested, 0.39% active; in the data active = a potency from the dose series; inconclusive = inhibition mostly from about 82% at the one dose, without a potency; inactive = the rest, 99 in 100 with inhibition below about 76%;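 note: plate controls were DMSO cells for no effect and high antibiotic wells for full effect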
inhibitors of VEEV = inhibitors of VEEV TC-83 cytopathic effect, confirmation, Vero cells (AID 588727); Vero cells, VEEV TC-83 cytopathic effect inhibition; higher % means a stronger effect; inhibition, % at 20 µM; hits with a dose series show IC50 in µM; 350,000 tested, 0.13% active; in the data active = a potency from the dose series; inconclusive = inhibition mostly from about 14% at the one dose, without a potency; inactive = the rest, 99 in 100 with inhibition below about 12%; note: strong numbers were not always called active
M. tuberculosis HTS = M. tuberculosis growth inhibition, HTS (AID 449762). M. tuberculosis H37Rv growth inhibition, 7H9 media; higher % means a stronger effect. inhibition, % at 25 µM, or IC50 in µM where a hit was titrated. 330,000 tested, 0.59% active; in the data active = a potency from the dose series; inconclusive = inhibition above about 70% without an active follow-up result;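 note: bacterial growth assessed after seven days of incubation; strong numbers were not always called active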
inhibitors of VEEV 10K pilot screen = also measured in inhibitors of VEEV; calls as there; inhibition, %; measured here: 10K pilot screen inhibition
Numbers without * were called inactive; i = inactive; ? = inconclusive; . = not tested or not shown; & = joins results of further samples.

SMILES	influenza NS1A	PhoP GFP inhibition	M. tuberculosis	inhibitors of VEEV	M. tuberculosis HTS	others
Cc1ccc(S(=O)(=O)N2CCCCC2)cc1NC(=O)COC(=O)CN1C(=O)NC2(CC(C)CC(C)(C)C2)C1=O (centres undefined)	-12.0%	.	.	i	.
O=C(O)c1ccc(Cl)c(S(=O)(=O)NCC2CCCO2)c1 (centres undefined)	-1.7%	-3.0%	-2.8%	2.8%	-3.2%
COc1cc(S(=O)(=O)NCCOC23CC4CC(CC(C4)C2)C3)c(OC)cc1Cl	24.4%	-4.0%	43.1%	i	-11.5%
O=C(CN1CCN(Cc2ccccc2)CC1)Nc1ccccc1-c1ccccc1	3.5%	7.0%	14.7%	1.0%	12.4%
CCCCn1c(N)c(N(CC(C)C)C(=O)C2=COCCO2)c(=O)[nH]c1=O	3.3%	.	21.3%	0.5%	11.4%
O=C(Nc1ccc2c(c1)OCO2)c1ccc2nc[nH]c2c1	1.1%	-3.6%	7.3%	7.0%	-2.0%
COc1ccc(NC(=O)NNC(=O)COc2ccc3ccccc3c2)cc1OC	4.7%	-9.1%	-14.4%	0.5%	1.0%
COCCCNc1nc2c([nH]1)c(=O)[nH]c(=O)n2C	4.9%	-14.1%	6.2%	0.4%	4.9%
C[C@H](CO)N1C[C@H](C)[C@@H](CN(C)CC2CCCCC2)Oc2ccc(NC(=O)Cn3cnnn3)cc2C1=O	-0.3%	.	9.5%	i	-0.6%
COc1ccc(-n2c(SCC(=O)NCc3ccco3)nc3sc4c(c3c2=O)CCN(C)C4)cc1	5.6%	1.4%	20.7%	2.7%	3.7%
O=C(CSc1nccn1Cc1ccco1)Nc1cccc(F)c1	5.6%	-1.6%	18.6%	0.7%	-0.2%
O=C(CCCN1C(=O)/C(=C/c2ccc(F)cc2)SC1=S)NC1CCS(=O)(=O)C1 (centres undefined)	-0.8%	-7.7%	37.7%	?	-0.8%
CCCNC(=O)CNC(=S)N(Cc1ccccc1F)C1CCCCC1	0.2%	14.2%	33.2%	i	5.3%
CC(=O)N1c2c(cc(Br)cc2S(=O)(=O)N2CCN(c3ccccn3)CC2)CC1C (centres undefined)	-4.8%	2.1%	12.9%	6.9%	1.3%
O=C(CC12CC3CC(CC(Br)(C3)C1)C2)NC1CCCC1	1.4%	4.2%	-0.9%	0.3%	1.5%
COc1cccc(NC(=O)CNC(=O)c2ccc([N+](=O)[O-])cc2)c1	2.1%	6.0%	12.4%	1.1%	5.8%
CCCN(S(=O)(=O)c1ccccc1F)S(=O)(=O)c1ccccc1Br	-9.8%	-1.7%	26.6%	1.2%	-2.8%
CN1CCN(C2=NC(=O)/C(=C/c3cn[nH]c3-c3ccccc3)S2)CC1	-2.4%	-14.0%	-0.8%	5.9%	-6.1%
Cc1c(Cl)cccc1NC(=O)CSc1nnc(C)n1-c1ccccc1	-9.3%	-8.2%	-10.8%	1.3%	0.2%
Cc1cc(C)cc(NC(=O)CCn2ccnc2C)c1	-9.6%	11.8%	-41.9%	i	-1.6%
COc1ccc(C2=NOC(C(=O)NCc3ccco3)C2)cc1OC (centres undefined)	-5.3%	4.3%	2.8%	0.1%	-2.3%
CC(C)CNC(=O)CSc1nc(-c2cccs2)cc(C(F)(F)F)n1	7.3%	3.1%	-17.6%	0.7%	-9.6%
CN(C)S(=O)(=O)c1cccc(COC(=O)C2=COCCO2)c1	25.9%	8.5%	1.1%	i	42.8%
On1c(-c2ccccc2)nc2ccc(Cl)cc21	1.6%	-1.2%	66.9%	i	12.5%
O=C(NCCNC(=O)c1ccc(Cl)cc1Cl)c1ccco1	2.1%	11.5%	-12.1%	3.0%	2.6%
CCC(=O)N(Cc1ccccc1)c1ccccn1	-1.2%	-7.8%	10.7%	i	-1.1%
CN(C)/C=C/C(=O)/C=C/c1ccc(Cl)cc1Cl	4.6%	6.7%	8.3%	i	3.7%
O=C(CSc1nc2ccccc2c(=O)n1-c1ccccc1Cl)NC1CCS(=O)(=O)C1 (centres undefined)	-4.4%	.	-12.6%	7.5%	-0.6%
Cc1ccc(C(=O)NCc2ccccc2F)cc1S(=O)(=O)N1CCCC1	7.5%	-6.2%	-3.6%	i	4.1%
COC(=O)C1=C(c2c(C)noc2C)C[C@@H]2CC[C@H]1N2C(=O)NCCNC(C)=O	-13.4%	.	12.7%	i	7.3%
CN1C(=O)NC(c2ccccc2)C2=C1CN(c1cccc(C(F)(F)F)c1)C2=O (centres undefined)	2.7%	-1.4%	10.6%	6.2%	-3.3%
O=C(CCCN1C(=O)/C(=C/c2cccs2)SC1=S)Nc1cccc(C(=O)O)c1	-14.5%	-9.1%	10.3%	5.1%	3.8%
NS(=O)(=O)c1ccc(NC(=O)CSc2nnc(COc3ccccc3Cl)n2C2CC2)cc1	-1.0%	4.4%	12.1%	i	-3.2%	inhibitors of VEEV 10K pilot screen=1.0
CC(C)(C)C(=O)OC/C(N)=N/OC(=O)c1ccccc1	9.7%	8.2%	0.0%	0.3%	0.8%
CCOC(=O)c1ccc(N2C(=O)CC(NC3CCN(C(=O)c4ccc(F)cc4)CC3)C2=O)cc1 (centres undefined)	0.6%	-7.6%&3.6%	-1.9%	i	-1.4%
C=CCNC(=O)c1cccc(NS(=O)(=O)c2ccc(Cl)cc2)c1	-4.8%	8.2%	2.1%	3.1%	-4.9%
Cc1nc(NCC2CCCO2)[nH]c(=O)c1CCC(C)C (centres undefined)	-6.3%	-14.5%	-7.4%	0.2%	-8.6%
Cc1ccc(N2CCN(C(=O)C3CCC(=O)N(Cc4ccc(Cl)cc4)C3)CC2)c(C)c1 (centres undefined)	8.3%	-3.4%	27.4%	3.5%	38.7%
C=CCN=C1N[C@@H](c2cccc(C(F)(F)F)c2)C(C(=O)OC)=C(C)N1CC	1.3%	10.2%	32.7%	i	-2.8%
Cc1ccc(-n2nnc(-c3ccnc4ccccc34)n2)cc1	2.7%	-28.2%	19.2%	2.9%	52.0%
CN1CCN(C(=O)Cc2nc3ccccc3[nH]2)CC1	4.5%	-6.1%	-16.0%	0.5%	-10.6%
CCC(C(=O)OC)n1cnc2c(nnn2-c2ccc(C)cc2)c1=O (centres undefined)	-1.6%	5.2%	-26.6%	i	-7.8%	inhibitors of VEEV 10K pilot screen=0.2
[2H]C([2H])(CCOS(N)(=O)=O)c1ccccc1	6.1%	2.7%	2.8%	0.2%	-2.9%
Cc1ccc(CC(=O)NCC(c2ccco2)N(C)C)cc1C (centres undefined)	-5.5%	-5.0%	0.1%	1.5%	9.1%	inhibitors of VEEV 10K pilot screen=0.3
COc1cccc(NC(=O)CN(C)C(=O)CSCC(=O)Nc2ccc(C)cc2)c1	-1.9%	.	4.5%	1.4%	-1.4%

The list goes on, overlapping the part above by three compounds.
SMILES	influenza NS1A	PhoP GFP inhibition	M. tuberculosis	inhibitors of VEEV	M. tuberculosis HTS	others
[2H]C([2H])(CCOS(N)(=O)=O)c1ccccc1	6.1%	2.7%	2.8%	0.2%	-2.9%
Cc1ccc(CC(=O)NCC(c2ccco2)N(C)C)cc1C (centres undefined)	-5.5%	-5.0%	0.1%	1.5%	9.1%	inhibitors of VEEV 10K pilot screen=0.3
COc1cccc(NC(=O)CN(C)C(=O)CSCC(=O)Nc2ccc(C)cc2)c1	-1.9%	.	4.5%	1.4%	-1.4%
CC(=O)O[C@H]1CC[C@@]2(C)[C@@H](CC[C@H]3[C@@H]4CC[C@H](C(C)O)[C@@]4(C)CC(=O)[C@@H]32)C1 (some centres undefined)	-9.8%	0.4%	-2.1%	i	3.5%
O=C(c1cccc([N+](=O)[O-])c1)N1CCOCC1	0.6%	-23.5%	-9.6%	0.8%	5.5%
CN1C(=O)CC(N2CCN(Cc3ccc(Cl)cc3)CC2)C1=O (centres undefined)	0.5%	2.2%	7.3%	i	-11.5%
O=Cc1ccc(OCc2nnsc2Cl)cc1	-2.2%	4.8%	47.5%	2.0%	-0.1%
O=C(/C=C/c1ccccc1Cl)Nc1ccc2c(c1)C(=O)NC2=O	-0.8%	18.4%	1.4%	1.3%	2.5%
COc1ccc(OC)c2c1sc(=NC(=O)C1CC1)n2C	-6.2%	-2.1%	-11.4%	7.5%	-18.7%
COc1ccc(C=C2C(=O)NC(=S)NC2=O)cc1	2.8%	.	.	i	.
O=C(O)c1oc2ccccc2c1CSc1ccc(Cl)cc1	1.1%	9.9%	19.6%	1.7%	13.1%
Cc1ccc(CS(=O)(=O)CCC(=O)NCc2ccc(F)cc2)cc1	2.5%	7.0%	9.6%	i	0.0%
CCC(/C=C1\Sc2ccc(OC)cc2N1CC)=C\c1sc2ccc(OC)cc2[n+]1CCCS(=O)(=O)[O-]	-0.4%	-7.8%	43.3%	i	12.6%
Cc1cccc(C)c1NC(=O)C(c1ccccc1)N1CCC2(CC1)OCCO2 (centres undefined)	2.5%	4.5%	8.1%	i	1.0%
CCOc1ccc(C(=O)NC2CC3CCCC(C2)N3Cc2ccccc2)cc1 (centres undefined)	-4.1%	-3.6%	36.2%	0.3%	5.6%
CCOCCc1nn2c(=O)cc(CSCC(=O)Nc3ccccc3)nc2s1	5.2%	-5.9%	12.2%	1.1%	-1.2%
C[C@H](CO)N1C[C@H](C)[C@@H](CN(C)S(=O)(=O)c2ccccc2)Oc2c(NS(=O)(=O)c3ccc(F)cc3)cccc2C1=O	0.6%	.	28.4%	2.5%	-2.2%
Cn1c(=O)c2c(ncn2CC(=O)N2CCN(C(=O)c3ccco3)CC2)n(C)c1=O	-9.6%	-8.1%	2.6%	2.3%	1.4%

Of the compounds above, these contain a nitro group on carbon:
SMILES	influenza NS1A	PhoP GFP inhibition	M. tuberculosis	inhibitors of VEEV	M. tuberculosis HTS	others
COc1cccc(NC(=O)CNC(=O)c2ccc([N+](=O)[O-])cc2)c1	2.1%	6.0%	12.4%	1.1%	5.8%
O=C(c1cccc([N+](=O)[O-])c1)N1CCOCC1	0.6%	-23.5%	-9.6%	0.8%	5.5%

The listing continues:
SMILES	influenza NS1A	PhoP GFP inhibition	M. tuberculosis	inhibitors of VEEV	M. tuberculosis HTS	others
COc1ccccc1N1CCN(C(=O)COc2cccc3ccccc23)CC1	-0.9%	-2.4%	6.0%	7.9%	-1.8%
O=C(NC(=S)N1CCN(C/C=C/c2ccccc2)CC1)c1c(F)cccc1F	19.2%	10.1%	14.9%	0.2%	5.5%
CC1(C)NC(=O)N(CC(O)CN(c2ccccc2)S(=O)(=O)c2ccccc2)C1=O (centres undefined)	-8.8%	2.7%	-4.1%	2.1%	-5.5%
COc1ccc(CCNC(=O)COC(=O)c2ccc(Br)o2)cc1	3.3%	-5.9%	?	0.1%	2.9%
CCN1C(=O)C(O)(C2COC(C)(C)CC2=O)c2cc(Br)ccc21 (centres undefined)	2.2%	-2.6%	33.0%	i	3.1%
O=C(Cc1ccc(F)cc1)N1CCN(c2ccc(F)cc2)CC1	-6.0%	-4.5%	50.4%	1.2%	-0.9%
N#Cc1ccccc1-n1c(N)c(C(=O)N2CCCC2)sc1=S	9.4%	-9.9%	?	i	4.2%

5 compounds picked at random from the list so far, as already listed:
SMILES	influenza NS1A	PhoP GFP inhibition	M. tuberculosis	inhibitors of VEEV	M. tuberculosis HTS	others
CCN1C(=O)C(O)(C2COC(C)(C)CC2=O)c2cc(Br)ccc21 (centres undefined)	2.2%	-2.6%	33.0%	i	3.1%
O=C(NC(=S)N1CCN(C/C=C/c2ccccc2)CC1)c1c(F)cccc1F	19.2%	10.1%	14.9%	0.2%	5.5%
O=C(Cc1ccc(F)cc1)N1CCN(c2ccc(F)cc2)CC1	-6.0%	-4.5%	50.4%	1.2%	-0.9%
N#Cc1ccccc1-n1c(N)c(C(=O)N2CCCC2)sc1=S	9.4%	-9.9%	?	i	4.2%
COc1ccccc1N1CCN(C(=O)COc2cccc3ccccc23)CC1	-0.9%	-2.4%	6.0%	7.9%	-1.8%
